Autophagy HCS = autophagy modulators in MEF cells, primary screen, imaging, high-content, MEF GFP-LC3; MEF GFP-LC3 puncta imaging; test concentration mostly 10 µM; calls only at 10 µM (by protocol); 0.98% of 190,000 active; AID 463193, 2010;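 active means percentage of spot-positive cells more than 3 SD above its plate mean, without a fluorescence outlier flag or 80% toxicity; inconclusive means no clear call, values can overlap the other calls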;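 further: spot-positive cell cutoff set from DMSO-treated cells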
NOD1 NF-kB reporter = NOD1 signaling inhibitors, primary screen, cell-based, luminescence, uHTS (AID 1578); inhibition, % at 4 µM, or EC50 in µM where a hit was titrated; NOD1-driven NF-kB luciferase reporter cells, luminescence; higher % means a stronger effect; 1% of 290,000 active; in the data active means inhibition mostly above about 36%, no sharp cut-off; inactive means mostly below about 34%;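 further: HEK-293T reporter cells stimulated with the NOD1 agonist gamma-tri-DAP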
Insulin prom up = insulin promoter activators in MIN6 cells, imaging, high-content screening, mouse beta cells. MIN6 insulin promoter-GFP reporter; stronger effect = higher value. 0.3% of 190,000 active. z-score at 5 µM;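 active means z-score above 3 at 5 µM with at least 500 cells counted in the well; inconclusive means wells under 500 cells, flagged as cytotoxic or low count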
HEK293 NOD2/NF-kB = NOD2 signaling inhibitors, cell-based, luminescence, uHTS, HEK293 (AID 1566) | HEK293 NOD2/NF-kB luciferase reporter, luminescence; higher % means a stronger effect | inhibition, % at 4 µM, or EC50 in µM where a hit was titrated | 0.63% of 290,000 active; in the data active means inhibition above about 50%; further: many of its hits are not listed in these tables
Yfh1-off respiration = enhancers of respiration in Yfh1-depleted yeast, dose response, Friedreich's ataxia, plus single-dose screen (AID 1465) | fold induction at 50 µM, or EC50 in µM where a hit was titrated | S. cerevisiae Yfh1-off respiration, WST-1 reduction, 72 h; higher fold induction means a stronger effect | 0.074% of 220,000 active;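 active means fold induction of absorbance versus untreated yeast above a set limit, then at least 30% activation at any dose in follow-up; inconclusive means repeats straddling the limit, or above it without dose testing; inactive means fold induction below the set limit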;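 further: activators that raise dye reduction in frataxin-depleted yeast; strong numbers were not always called active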
P. falciparum M17LAP = P. falciparum M17LAP inhibitors, primary screen, biochemical, fluorogenic H-Leu-NHMec substrate, 1536-well (AID 1619) | Leucine aminopeptidase (Plasmodium falciparum (isolate 3D7)) | recombinant M17LAP, H-Leu-NHMec fluorogenic kinetic assay; higher % means a stronger effect | inhibition, % at 30 µM; hits with a dose series show IC50 in µM | 0.38% of 220,000 active;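 active means compound inhibiting the enzyme by more than half at any dose during confirmatory dose-response retesting; inconclusive means strong single-dose inhibitors picked by rank but not retested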;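 further: plate controls were full reaction with DMSO carrier for no effect and no enzyme background for full effect; strong numbers were not always called active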
MT stabilize HCS = microtubule stabilizers in HeLa cells, primary screen, imaging, high-content imaging; HeLa tubulin immunostaining HCS, 24 h; share of cells brighter than vehicle mean+2SD; % tubulin-high responders, % at 10 µM; 0.83% of 200,000 active;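 active means plate Z-score above 3 for both tubulin-high and condensed-nucleus cell shares, with cell loss under 80%, at 10 µM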;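 further: anti alpha tubulin signal scored within the nucleus-defined area of each cell; some results filed as inactive read as strong as hits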
Dynein transport = inhibitors of GR-EGFP nuclear translocation, primary screen, dynein cargo transport inhibitor project, imaging, high-content, 3617.4 mouse cells; test concentration mostly 20 µM; stimulated with dexamethasone, 1 µM; stronger effect = lower value; z-score, hits read low; 0.47% of 220,000 active; AID 1381, 2008;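 active means plate z-score of nuclear minus cytoplasmic receptor signal below a set negative limit, without overly bright fluorescence or cell loss, cut at about -3.5 in these data, passing the limit was not always enough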;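 further: z-score of nuclear minus cytoplasmic ring GR-EGFP intensity difference per well; some compounds called inactive have numbers as strong as hits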
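Buffer or medium: tet-free, stripped-serum medium; Also added: dexamethasone, 1.0 µM final; Technique: high-content fluorescence imaging after fixation; Times: 48 h induction, 1 h compound, 30 min dex at 37 °C; Read-out: per-cell GR-EGFP intensity, nucleus versus surrounding cytoplasmic ring, well-averaged.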
b-catenin transl = modulators of beta-catenin nuclear translocation, primary screen, imaging, HeLa cells, immunofluorescence, high-content. nuclear translocation activity, % at 5 µM. 0.3% of 190,000 active;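 active means nuclear translocation activity above 50% at 5 µM, with a well cell count of 50 or more; inconclusive means wells under 50 cells across six images, flagged as toxic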;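 further: per-cell ratio of nuclear to cytoplasmic median beta-catenin stain intensity; plate controls were DMSO negative control for no effect and GSK-3 inhibitor IX positive control for full effect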
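Test system: HeLa cells, endogenous beta-catenin; Compound: single 5 µM dose plus 0.02–20 µM confirmation series; Times: compound exposure 24 h at 37°C; Signal: fluorescence imaging of beta-catenin antibody stain plus DAPI; Read-out: % activation, nuclear-to-cytoplasmic median beta-catenin signal ratio per cell.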
Dynein transport cytoplasmic EGFP = also measured in Dynein transport; calls as there; z-score; measured here: cytoplasmic GR-EGFP intensity; stronger effect = higher value
Dynein transport nuclear GR-EGFP = also measured in Dynein transport; calls as there; z-score; measured here: nuclear GR-EGFP intensity;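 lower value marks the stronger effect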
Dynein transport cell count = also measured in Dynein transport; calls as there; z-score; measured here: cell count per field
Insulin prom up cell count = recorded beside Insulin prom up, whose call it bears; cell count; measured here: cytotoxicity, nuclei count;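 total cells summed across four imaged fields per well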
b-catenin transl cell count 5 µM = second read-out of b-catenin transl, no call of its own (marks repeat the call); cell count; measured here: cell count, cytotoxicity flag
MT stabilize HCS Hoechst-high % = second read-out of MT stabilize HCS, no call of its own (marks repeat the call); % Hoechst-high responders; measured here: nuclear condensation Hoechst responders;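 share of cells brighter than vehicle mean plus two SD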
MT stabilize HCS cytotoxicity % = further read-out of MT stabilize HCS, marked with its call; toxicity, %; measured here: cytotoxicity by cell density;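 0% = mean cell density of plate MIN control wells and 100% = no cells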
Autophagy HCS cell loss 18 h = also measured in Autophagy HCS; calls as there; toxicity, %; measured here: cell loss, nuclei count;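 cell loss after 18 h compound exposure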
Starred values were filed as active, the others as inactive; i = inactive; ? = inconclusive; . = not tested or not shown.

SMILES	Autophagy HCS	Autophagy HCS cell loss 18 h	NOD1 NF-kB reporter	Insulin prom up	Insulin prom up cell count	HEK293 NOD2/NF-kB	Yfh1-off respiration	P. falciparum M17LAP	MT stabilize HCS	MT stabilize HCS Hoechst-high %	MT stabilize HCS cytotoxicity %	Dynein transport	Dynein transport cytoplasmic EGFP	Dynein transport nuclear GR-EGFP	Dynein transport cell count	b-catenin transl	b-catenin transl cell count 5 µM
CCCC1(C(=O)OCC)NC(c2ccco2)C2C(=O)N(C)C(=O)C21 (stereo not given)	i	22	-31%	0.71	1258	21%	i	-1%	3.9	2.1	4.8	-0.55	-0.23	-0.51	1.1	-1.0	1079
COc1ccc(OC)c(C2=Nn3c(nnc3-c3cc(OC)c(OC)c(OC)c3)SC2)c1	i	4	-25%	-0.72	1138	18%	i	15%	1.6	1.9	7.5	-0.34	-0.23	-0.047	0.46	-2.1	1007
Cc1c(O)ccc2c3c(c(=O)oc12)CCCC3	i	1	-4%	0.32	1176	9%	i	-16%	3.3	2.8	2.6	0.046	-0.18	-0.16	0.9	.	.
O=C1NCC(=O)N(Cc2ccccc2)/C1=C/c1ccccc1	i	1	-30%	-0.67	1328	-1%	i	5%	4.7	2.1	6.5	-1.3	-0.27	-0.39	0.29	1.1	1111
Cc1[nH]c(=O)[nH]c(=O)c1NC(=O)CSc1ncccc1-c1nc2ccccc2[nH]1	i	0	3%	1.2	1438	10%	i	-2%	1.8	1.7	11	0.55	0.35	0.065	0.2	-3.9	936
CCc1nnc(SCC(=O)Nc2ccc(N3CCOCC3)cc2)o1	i	6	-6%	0.43	1247	-6%	i	-2%	2.0	1.7	4.5	-0.17	-0.18	-0.27	0.28	-1.0	1198
CC(C)(C)NS(=O)(=O)c1ccc(NC(=O)Cc2ccccc2[N+](=O)[O-])cc1	i	-4	-2%	0.17	1433	-3%	i	18%	3.0	3.6	6.0	-1.6	-0.23	-0.89	0.64	0.5	1464
Cc1cc2ncn(-c3ncnc4sc5c(c34)CCCC5)c2cc1C	i	-3	19%	0.26	914	18%	i	-8%	2.4	2.7	8.8	-0.35	-0.22	-0.19	0.38	1.2	1014
CC(=O)Nc1nc2ccccc2n1Cc1ccccc1	i	0	1%	0.51	1660	16%	i	-5%	3.7	1.4	0.4	-0.2	-0.096	-0.71	-1	-1.6	1357
Cc1nn(C)cc1C(C(=O)NC1CCCCC1)N(C(=O)Cc1cccs1)c1ccc(C(C)C)cc1 (stereo not given)	i	6	8%	.	.	18%	i	-10%	0.7	0.9	9.7	-0.36	-0.22	-0.7	0.4	.	.
COC(=O)c1cc(NC(=O)c2cc(-c3ccc(Cl)cc3)oc2C(F)(F)F)ccc1N1CCOCC1	.	.	-2%	-0.86	988	32%	i	1%	.	.	.	1.1	0.0049	1.4	-1.4	1.0	1307
Cc1c2c(=O)n(-c3nc4ccccc4s3)nc-2cc(O)n1Cc1ccccc1	.	.	-2%	0.77	1069	42%	i	19%	.	.	.	0.31	0.095	0.61	0.075	-0.3	1311
O=C(Cn1cccc1C(=O)c1ccccc1)NCc1ccccc1	i	-10	6%	0.27	811	-1%	i	5%	1.2	1.5	10	0.61	-0.11	0.47	-0.41	.	.
O=C(NCCc1ccccc1)C(=O)NCC1CCNCC1	i	28	-22%	.	.	16%	i	-1%	1.0	1.0	4.7	-0.1	-0.24	-0.038	-0.28	0.3	1137
CC1CCN(CCCOc2ccc(OCc3ccccc3)cc2)CC1	i	11	1%	-1.7	673	9%	i	10%	4.4	2.0	5.7	1.1	-0.2	1.4	-1.1	1.5	844
c1cnc2c(C3NCCc4c3[nH]c3ccccc43)cccc2c1 (stereo not given)	i	29	1%	-0.51	1348	11%	i	-5%	2.0	1.6	6.3	-0.13	-0.23	0.07	0.55	0.5	968
O=C(O)C1CCCCC1C(=O)NCCc1ccc(Cl)cc1 (stereo not given)	i	0	8%	1.2	1120	-10%	i	41%	3.0	1.7	7.3	1.3	-0.2	-0.32	-0.34	-4.2	1195
Cc1nn(C(C)C)c(C)c1CN1CCCC(CCC(=O)NCc2ccccc2F)C1 (stereo not given)	i	-29	-18%	-0.09	1514	0%	i	1%	3.8	1.3	7.8	-0.52	-0.28	-0.17	0.66	-2.7	929
CCn1nnc(-c2ccccc2NS(=O)(=O)c2ccc(C(=O)OC)cc2)n1	i	4	1%	-1.1	1227	8%	i	-14%	5.8	3.4	8.8	-0.39	-0.21	-0.29	0.62	-1.8	1201
O=C1C=C(c2ccccc2)CC(c2cccs2)C1n1cnc([N+](=O)[O-])c1 (stereo not given)	i	2	.	-0.61	1325	-20%	i	9%	3.1	1.3	6.9	-0.68	-0.22	-0.95	0.21	0.0	1378
Fc1ccc(-c2nc3c(-c4ccc(F)cc4)cnn3cc2CCN2CCOCC2)cc1	i	39	-15%	-1.4	1551	2%	i	-7%	2.1	1.2	5.4	1.6	0.088	1.3	-2.1	-0.5	996
CCOC(=O)c1ccc(NC(=O)CN(C)S(=O)(=O)c2ccc(OC)cc2)cc1	i	8	-2%	0.55	1059	17%	i	5%	3.3	1.6	3.8	-1.5	-0.23	-0.75	0.4	-0.4	1173
CN(C)S(=O)(=O)c1cccc(NC(=O)CN2C(=O)NC(CCc3ccccc3)C2=O)c1 (stereo not given)	i	-5	-44%	-0.01	1333	5%	i	10%	2.2	2.4	5.1	-0.49	-0.27	0.12	0.4	-5.2	1174
COC(=O)CCCCC1SCC2NC(=O)NC21O (stereo not given)	i	19	-2%	-0.13	1000	17%	i	-2%	2.5	1.9	8.8	-1.3	-0.38	-0.38	1.2	.	.
CC(C)CC(c1nnnn1C1CCCC1)N1CCN(C(=O)c2ccco2)CC1 (stereo not given)	i	-1	4%	0.4	806	3%	i	3%	5.0	2.3	8.4	-0.69	-0.21	-0.021	0.5	2.8	1019

More entries follow:
SMILES	Autophagy HCS	Autophagy HCS cell loss 18 h	NOD1 NF-kB reporter	Insulin prom up	Insulin prom up cell count	HEK293 NOD2/NF-kB	Yfh1-off respiration	P. falciparum M17LAP	MT stabilize HCS	MT stabilize HCS Hoechst-high %	MT stabilize HCS cytotoxicity %	Dynein transport	Dynein transport cytoplasmic EGFP	Dynein transport nuclear GR-EGFP	Dynein transport cell count	b-catenin transl	b-catenin transl cell count 5 µM
N#CC1=C(N)OC2=C(C(=O)CCC2)C12C(=O)N1CCCc3cccc2c31 (stereo not given)	i	27	-1%	-0.02	1038	-26%	i	-4%	1.6	1.4	4.1	-0.0025	-0.26	0.25	0.64	.	.
O=CN1CCN(C2CC(=O)N(c3ccc4c(c3)OCO4)C2=O)CC1 (stereo not given)	i	-4	-13%	1.1	1883	4%	i	-14%	2.7	1.8	2.6	-0.19	-0.17	-0.13	0.41	-3.1	1039
Cc1cc(NC(=O)C2CCN(S(=O)(=O)c3cnc[nH]3)CC2)ccc1Br	i	23	-16%	-0.21	1323	5%	i	5%	5.1	1.8	6.9	-0.25	-0.24	0.064	0.52	-0.8	1022
CC1=CC(C)(C)n2c(O)c(N=N)c3cc(C)cc1c32	i	-7	-4%	-0.38	1180	12%	i	11%	3.2	2.8	6.9	-0.045	-0.26	-0.02	0.15	7.8	316
CCCC(C)C(=O)Nc1nc(C)c(-c2csc(Nc3cc(OC)ccc3OC)n2)s1 (stereo not given)	i	-29	-6%	-2.4	1036	6%	i	16%	2.2	2.0	12	-0.31	-0.21	0.14	0.55	3.4	1047
Cc1c(F)cccc1NC(=O)CCC(=O)O	i	-5	0%	-0.07	1195	11%	i	0%	8.6	18	95	-0.68	-0.22	-0.073	2.5	.	.
O=C(COC(=O)/C=C/c1ccccc1)NCCC1=CCCCC1	i	18	-22%	0.51	1606	0%	i	2%	1.5	3.1	12	1.2	-0.11	1	-0.78	1.9	1111
CC(=O)OC(C)C(=O)NS(=O)(=O)c1ccc(C)cc1 (stereo not given)	i	-10	-13%	-0.28	1303	16%	i	11%	2.6	1.7	4.1	-0.64	-0.11	-0.27	0.081	2.3	1114
Cc1ccccc1-n1cnc2c(sc3nc(N4CCOCC4)c4c(c32)CCCC4)c1=O	.	.	.	-0.4	1310	.	i	-1%	.	.	.	0.55	-0.15	0.065	0.32	-2.7	969
CN(CCc1ccccn1)S(=O)(=O)c1ccc2c3c(cccc13)C(=O)N2	i	-4	-14%	0.16	1108	-11%	i	-76%	2.4	2.2	0.8	0.4	-0.26	0.2	0.38	.	.
CCCCC(=O)NCc1ccc(Cl)cc1	i	9	-7%	?	.	6%	i	2%	1.2	2.3	2.5	0.21	0.57	0.15	-0.1	-1.3	1002
CC1=C(C(=O)OC2CCCCC2)C(c2ccc(C)o2)C2=C(CC(C)(C)CC2=O)N1 (stereo not given)	i	2	-8%	-0.36	1374	9%	i	9%	2.7	1.8	6.6	-1.7	-0.21	-1.3	-0.045	.	.

A portion of the library. The share of hits here may be higher or lower than overall.
